TRPC6 activator = mouse TRPC6 channel activation. AID 2550. B-score at 10 µM. Q61143. 0.13% of 310,000 active. HEK293-TRPC6 membrane potential dye fluorescence; active compounds read high;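 active means B-score of the integrated fluorescence ratio above library mean plus 3 SD, and starting fluorescence ratio within library mean plus 5 SD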;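 further: higher score means more depolarization so channel activation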
TRPC4 act = opens the mouse TRPC4 cation channel | B-score at 10 µM | Q9QUQ5 | 0.49% of 310,000 active | HEK293 TRPC4beta/mu-opioid, Fluo4 calcium fluorescence; active compounds read high;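 active means B-score above 5 SD of library B-scores, and initial fluorescence ratio not above library mean plus 5 SD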;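 further: positive B-score marks a calcium rise read as TRPC4 activation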
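Test system: HEK293 cells stably co-expressing mouse TRPC4beta and mu-opioid receptor | Schedule: Fluo4 dye loading 45 min at room temperature, 110 s recording | Measured by: Kinetic Fluo4 calcium fluorescence, 5 s baseline at 1 Hz | Evaluation: B score of integrated ratio | Controls: Buffer (low) and maximal DAMGO (high)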
TRPC4 block = blocks the mouse TRPC4 cation channel; 0.39% of 300,000 active; Q9QUQ5; B-score at 10 µM; HEK293 TRPC4beta/mu-opioid, DAMGO-evoked Fluo4 calcium flux; active compounds read low;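 active means B-score over 3 SD under the library average, no early fluorescence shift, positive overall ratio signal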
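Assay system: HEK293 cells with stable TRPC4beta plus mu-opioid receptor expression; Probe or stimulus: DAMGO in two steps, submaximal then maximal; Dosing: single-point compound dosing; Measured by: Fluo4 calcium-dye fluorescence, kinetic read; Read-out basis: B score from integrated Fluo4 fluorescence ratio.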
MrgX1 antag = human MrgX1 receptor antagonism, primary screen | Q96LB2 | MRGX1-HEK293 calcium flux, Fluo-4, BAM8-22 antagonism; active compounds read low | B-score at 10 µM | 1.3% of 310,000 active;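 active means calcium-response B-score plate-corrected more than 3 library SD below zero, starting fluorescence within 5 deviations, no agonist response on first addition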;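 further: peak minus trough fluorescence over baseline after final BAM8-22 challenge near maximal dose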
Target sequence (Q96LB2 whole entry, looked up): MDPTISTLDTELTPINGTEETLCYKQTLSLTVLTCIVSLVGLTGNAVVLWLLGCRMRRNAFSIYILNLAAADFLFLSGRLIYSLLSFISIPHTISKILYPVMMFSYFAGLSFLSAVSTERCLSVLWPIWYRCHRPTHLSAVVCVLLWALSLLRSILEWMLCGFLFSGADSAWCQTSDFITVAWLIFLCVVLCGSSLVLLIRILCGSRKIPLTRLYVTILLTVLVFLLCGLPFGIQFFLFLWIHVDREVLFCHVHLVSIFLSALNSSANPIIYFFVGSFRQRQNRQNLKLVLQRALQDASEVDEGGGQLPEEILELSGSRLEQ
KLF5 inhibitor = inhibitors of KLF5 expression | DLD-1 KLF5 promoter-luciferase reporter, luminescence | inhibition, % at 5 µM | 0.23% of 290,000 active;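 active means inhibition above a per-plate limit of that plate's mean compound inhibition plus 3 SD, cut at about 60% in these data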;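 further: 0% = DMSO wells and 100% = LY294002 at 200 µM; higher means less KLF5 promoter-driven luciferase light; inactives centre near -14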
aSyn UTR inh = MLPCN primary screen, SNCA 5' untranslated region; alpha-synuclein 5'UTR reporter, inhibitor activity; inhibition, % (tested at 7.5 µM); 0.82% of 300,000 active; AID 1813; in the data active means inhibition above about 60%; inconclusive means no clear call, values can overlap the other calls;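 further: H4 neuroglioblastoma cells stably carrying SNCA 5'UTR luciferase fusion; 0% = DMSO wells and 100% = positive control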
SKKanGAS inh = blocks kanamycin growth of S. pyogenes SKKanGAS strain. BacTiter-Glo, 6 h. inhibition, % at 7.5 µM. 1.3% of 300,000 active. AID 1662;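 active means mean replicate score, as percent of positive control median, at least 50; inconclusive means mean below 50 but one replicate at or above 50; inactive means mean and every replicate below 50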;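 further: strain carries kanamycin resistance gene driven by streptokinase promoter and grows in 40 µg/ml kanamycin; loss of luminescence reflects streptokinase promoter inhibition or plain growth inhibition; 0% = median of DMSO wells and 100% = positive control at its reference dose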
IEC-6 cytotox = counter-screen for KLF5 inhibitors: cytotoxicity in IEC-6 cells. IEC-6 cytotoxicity, luminescence viability. inhibition, % at 5 µM. AID 1825. 0.78% of 290,000 active; in the data active means inhibition above about 22%;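 further: 0% = plate median of test compound wells and 100% = cytotoxic reference compound wells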
TRPC4 potent = TRPC4 (mouse) allosteric potentiation; 0.42% of 310,000 active; B-score at 10 µM; HEK293 TRPC4beta/mu-opioid, DAMGO EC20, Fluo-4 Ca2+ flux; active compounds read high; Q9QUQ5;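 active means B-score of calcium response area above 5 SD of library B-scores, with initial fluorescence ratio within 5 SD of library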;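 further: B-score of integrated fluorescence ratio over time as area under calcium response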
TRPC6 inh = inhibitors of mouse TRPC6 channel | Q61143 | HEK293-TRPC6, membrane potential dye, ACh-evoked depolarization; active compounds read low | B-score at 10 µM | 1.1% of 310,000 active | AID 2553;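 active means B-score under library mean minus 3 SD, initial fluorescence not abnormally high, positive integrated signal ratio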;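 further: B-score derived from integrated fluorescence ratio over the kinetic read; more negative B-score means stronger inhibition of depolarization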
HIF activator = HIF pathway transcriptional activation; U2OS HRE-luciferase reporter, luminescence; normalized: DMSO 0%, desferrioxamine 100%; activation, % at 7.5 µM (by protocol); 0.32% of 300,000 active;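 active means mean activation of at least 10% of the iron chelator positive control signal, with at least half of replicates also reaching 10%; inconclusive means mean and replicate majority disagree about reaching 10%; inactive means mean and most replicates under 10%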
* marks the source's active call; other numbers are inactive results; i = inactive; ? = inconclusive; . = not tested or not shown. Rows were taken by chance; about 5.8% have a hit in one of these screens.

SMILES | TRPC6 activator | TRPC4 act | TRPC4 block | MrgX1 antag | KLF5 inhibitor | aSyn UTR inh | SKKanGAS inh | IEC-6 cytotox | TRPC4 potent | TRPC6 inh | HIF activator
COCCn1nnnc1C(CC(C)C)N1CCN(c2nc3ccccc3s2)CC1 (stereo unspecified) | i | i | i | i | -5 | 17 | -1 | -3 | i | i | -0.1
Clc1ccccc1COc1ccccc1-c1nnco1 | i | i | i | i | 39 | 23 | 0 | 3 | i | i | 0.0
COc1ccccc1CNC(=O)C1CCC1 | i | i | i | -7.9* | -13 | -14 | -2 | -10 | i | i | 0.2
CS(=O)(=O)c1ccc(C(=O)Nc2cccc(-c3nc4ccccc4[nH]3)c2)cc1 | i | i | i | i | -44 | -39 | 12 | 1 | i | i | 0.3
Cc1cccc(NC(=O)CCCSc2nc3ccccc3[nH]2)c1 | i | i | i | i | 10 | -12 | -10 | -6 | i | i | -0.3
COc1cccc(OC)c1C(=O)NCC12CC3CC(C1)CC(CNC(=O)c1c(OC)cccc1OC)(C3)C2 | i | i | i | i | -43 | 9 | 2 | -2 | i | i | 0.7
CCCNC(=S)N1CCCC(c2nc3ccccc3[nH]2)C1 (stereo unspecified) | i | i | i | i | -26 | -5 | -2 | 1 | i | i | 100*
CC1(C)C2CCC1(CS(=O)(=O)NCCc1c[nH]c3ccccc13)C(=O)C2 (stereo unspecified) | i | i | i | i | 17 | -6 | -7 | -1 | i | i | 0.1
CN1CCN(CCCNC(=O)c2cc3c(=O)n(C)c4ccccc4c3s2)CC1 | i | i | i | i | -14 | -74 | -2 | 14 | i | i | 0.2
CCOc1ccc(-c2nc(S(=O)(=O)c3ccccc3)c(N3CCOCC3)o2)cc1 | i | i | i | i | -21 | 3 | 12 | -9 | i | i | -0.6
Cc1ccc(CNC(=O)C(=O)NCC2OCCN2S(=O)(=O)c2cccs2)cc1 (stereo unspecified) | i | i | i | i | 16 | 0 | 0 | -2 | i | i | -0.5
CCc1nnc(NC(=O)Cc2ccc(Br)cc2)s1 | i | i | i | i | -11 | 11 | 7 | -1 | i | i | 0.8
Cc1[nH]c(C)c2c(=O)n(Cc3ccc(Cl)cc3)ncc12 | i | i | i | i | -6 | 29 | 1 | -3 | i | i | -0.3
CCc1ccccc1OCC(=O)NC1CCCC1 | i | i | i | . | -6 | 8 | -13 | -7 | i | -5.8* | 0.1
CCOC(=O)C1CCN(C(=O)CCc2c(C)nc3ncnn3c2C)CC1 | i | i | i | i | -63 | -7 | -7 | 2 | i | i | 0.3
COc1ccc(CNC(=O)CCNS(=O)(=O)c2ccc(Cl)cc2)cc1 | i | i | i | i | -10 | 2 | 0 | -2 | i | i | -0.1
CCOc1ccc(C2NC(=O)c3ccccc3O2)cc1OCC (stereo unspecified) | i | i | i | i | -18 | -4 | -5 | -2 | i | i | 0.4
O=C(NCc1ccc(Cl)cc1)c1cc2ccccn2n1 | i | i | i | i | -34 | -17 | -1 | -6 | i | i | 1.4
CC(C)(C)OC(=O)N1CCC(c2c(C(=O)N3CCN(C4CCCCC4)CC3)cnn2-c2ccccc2)CC1 | i | i | i | i | 6 | 14 | -4 | 12 | i | i | -0.7
COc1ccc(NC(=O)Cn2nnc(-c3ccccc3NS(=O)(=O)c3ccc(OC)cc3)n2)cc1 | i | i | i | i | 75* | 107* | 6 | 46* | i | i | -0.6
CCOP(=O)(c1ccccc1)C(O)c1ccc(F)cc1 (stereo unspecified) | i | i | i | i | 14 | -4 | -1 | -2 | i | i | -0.3
O=C(Nc1ccccc1N1CCOCC1)C1=COCCO1 | i | i | i | i | . | 9 | 0 | . | i | i | -0.8
CC(=O)c1cccc(NC(=O)N2CCC(c3nnc(SCC(N)=O)n3C)CC2)c1 | i | i | i | i | 15 | -8 | 0 | 6 | i | i | 0.0
COc1ccc(CC(=O)NCc2n[nH]c(=S)n2-c2ccc(F)cc2)cc1 | i | i | i | i | -22 | 10 | -3 | -2 | i | i | -0.6
COc1cccc(NC(=O)NCC2CCN(Cc3ccc(F)cc3)CC2)c1 | i | i | i | i | -39 | -7 | -1 | 2 | i | i | -35
(next part)
SMILES | TRPC6 activator | TRPC4 act | TRPC4 block | MrgX1 antag | KLF5 inhibitor | aSyn UTR inh | SKKanGAS inh | IEC-6 cytotox | TRPC4 potent | TRPC6 inh | HIF activator
Cc1ccc(C(=O)NCC(=O)O)s1 | i | i | i | i | -2 | -26 | -1 | -6 | i | i | -0.2
CCN(CC)CCOCCOc1ccccc1F | i | i | i | i | -22 | 9 | -1 | 1 | i | i | .
CCS(=O)(=O)Nc1ccc(-c2cc(-c3ccccc3)c3cc(C)ccc3n2)cc1 | i | i | i | i | -61 | 9 | 95* | 12 | i | i | 0.1
COc1ccc(NC(=O)CN2CCC3(O)CCCCC3C2c2ccccc2OC)cc1 (stereo unspecified) | i | i | i | . | -18 | -17 | 5 | -1 | i | i | 0.3
C/C(=N\N=C(N)N)c1cccc([N+](=O)[O-])c1 | i | i | i | i | -33 | 6 | -3 | 10 | i | i | 0.0
COc1ccccc1C1CC(=O)NC(C)=C1C(=O)OCC(C)C (stereo unspecified) | i | i | i | i | -12 | -22 | -1 | 6 | i | i | 0.0
c1ccc(-c2ccc(-c3nc(-c4cccnc4)no3)cc2)cc1 | i | i | i | i | -97 | -58 | 0 | -4 | i | i | 0.5
COc1ccc(NC(=S)N(CCCN2CCCC2)Cc2cccs2)cc1 | i | i | i | i | -8 | -8 | -7 | -5 | i | i | 1.2
Cc1cc(C)cc(NC(=S)NC2CC3CCC(C2)N3Cc2ccco2)c1 (stereo unspecified) | i | i | i | i | 2 | 4 | 6 | -1 | i | i | -0.1
Cc1cc(=O)oc2cc(OCc3ccc(C(=O)OCC(=O)N(C)C4CCS(=O)(=O)C4)cc3)ccc12 (stereo unspecified) | i | i | i | i | 7 | -26 | 6 | -4 | i | i | 0.2
Cc1ccc2cc(CCNC(=O)c3c(-c4ccccc4Cl)noc3C)c(=O)[nH]c2c1 | i | i | i | i | -3 | 2 | -7 | 6 | i | i | 0.0
C=CCN1C(=O)c2ccc(C(=O)N3CCN(S(=O)(=O)c4ccccc4Br)CC3)cc2C1=O | i | i | i | i | . | -8 | -2 | . | i | i | 0.2
CSCC[C@H](NC(=O)c1ccco1)c1nnc2ccccn12 | i | i | i | i | -12 | 12 | -1 | 5 | i | i | 0.1
Cc1ccc2c(=O)cc(C(=O)NC3CCS(=O)(=O)C3)oc2c1 (stereo unspecified) | i | i | i | i | -50 | -1 | 1 | 3 | i | i | 0.3
COCCn1nnnc1CN1C2CCCC1CC(NC(C)=O)C2 (stereo unspecified) | i | i | i | i | 7 | 1 | -4 | 3 | i | i | -0.1
CCC(Sc1nc(C)cc(=O)[nH]1)C(=O)Nc1nnc(C)s1 (stereo unspecified) | i | i | i | i | -21 | 4 | 3 | -8 | i | i | -0.1
Cc1cc(OCC(=O)NCCN2CCOCC2)c2c(C)c(C)c(=O)oc2c1 | i | i | i | i | 2 | 0 | 9 | -3 | i | i | -0.2
COc1ccc(OC)c(CCNC(=O)Cn2nc(C)c3c(C)n(-c4ccc(C)cc4)nc3c2=O)c1 | i | i | i | i | 22 | 25 | 6 | 5 | i | i | -0.2
O=C1CCCC(O)=C1C1C2=C(CCCC2=O)Oc2ccccc21 (stereo unspecified) | i | i | i | i | -11 | -30 | -11 | -3 | i | i | -0.4
COc1ccc(C(c2c(N)[nH]c(=S)[nH]c2=O)c2c(N)[nH]c(=S)[nH]c2=O)cc1 | i | i | i | i | -26 | -4 | -3 | -9 | i | i | -0.3
CCCn1c2c(c(O)c(C(=O)Nc3ncccc3O)c1=O)CCCC2 | i | i | i | i | -17 | 10 | ? | -3 | i | i | 0.0
O=C(COc1ccccc1)Nc1ccc2c(c1)Cc1cc(NC(=O)COc3ccccc3)ccc1-2 | i | i | i | i | -15 | -7 | 1 | -1 | i | i | .
CCN1CCCC1CNC(=O)C(=O)Nc1cccc(OC)c1 (stereo unspecified) | i | i | i | i | -39 | 5 | 0 | -1 | i | i | -0.2
Cc1ccc(NC(=O)c2ccc(NCCc3ccccc3)c([N+](=O)[O-])c2)cc1F | i | i | i | i | -9 | 42 | 4 | 3 | i | i | -1.5
Cc1ccc(F)c(N=Cc2c(O)c3ccccc3oc2=O)c1 | i | i | i | i | -3 | 5 | 9 | 1 | i | i | -0.9
The list continues.
SMILES | TRPC6 activator | TRPC4 act | TRPC4 block | MrgX1 antag | KLF5 inhibitor | aSyn UTR inh | SKKanGAS inh | IEC-6 cytotox | TRPC4 potent | TRPC6 inh | HIF activator
COc1ccc(NS(=O)(=O)c2cc(NC(=O)c3ccco3)ccc2N2CCCCC2)cc1 | i | i | i | i | 11 | 2 | 19 | 2 | i | i | 1.4
Cc1ccc(C2=NN(C(=O)CSc3nc4ncc(Cl)cc4[nH]3)C(c3ccco3)C2)cc1 (stereo unspecified) | i | i | i | i | -24 | -25 | 7 | -1 | i | i | 0.0
COc1ccc(C)cc1S(=O)(=O)N1CCN(C(=O)c2ncoc2-c2cccc(F)c2)CC1 | i | i | i | i | -13 | -14 | -3 | 6 | i | i | 0.1
O=C(N/N=C/c1ccco1)c1ccc(Br)o1 | i | i | i | i | -52 | -23 | -10 | -1 | i | i | 0.6
O=c1[nH]c(-c2ccccn2)nc(C(F)(F)F)c1Br | i | i | i | i | 60 | 44 | 12 | 68* | i | i | 0.2
Cc1nn(C)c(C)c1NC(=O)CC12CC3CC(CC(C3)C1)C2 | i | i | i | i | -4 | -2 | 5 | 1 | i | i | 0.0
CN1Cc2c(N3CCOCC3)nc(SCc3ccccc3)c(C#N)c2CC1(C)C | i | i | i | i | -2 | 36 | -2 | -3 | i | i | 0.7
CC(C)CC(NC(=O)COc1ccccc1)C(=O)O (stereo unspecified) | i | i | i | i | -18 | 13 | -8 | 3 | i | i | 0.5
CCOc1ccccc1N=c1oc2cc(O)ccc2cc1C(=O)NCC1CCCO1 (stereo unspecified) | i | i | i | i | -59 | 36 | -2 | -1 | i | i | 0.2
CSc1cccc(NC(=O)COc2ccccc2C)c1 | i | i | i | i | -12 | -85 | 7 | -4 | i | i | 0.3
CC(=O)n1cc(N(C(=O)CCl)c2ccc(C)cc2)c2ccccc21 | i | i | i | i | -7 | 89* | -5 | 23* | i | i | -2.4
CC(NC(=S)NCCc1ccccc1)C(c1cccs1)N1CCN(C)CC1 (stereo unspecified) | i | i | i | i | 14 | 20 | -11 | -2 | i | i | -0.5
